# Compound activity from PubChem BioAssay.
# GalR3 antag: GalR3 antagonists in HEK293 cells, primary screen, cell-based, fluorescence readout; Galanin receptor type 3 (Homo sapiens), O60755; actives 0.44% (n = 360,000); HEK293 GalR3-CNG cAMP membrane potential fluorescence; galR3 body fused to GalR1 C-terminus; inhibition, % at 3 µM; AID 651719, 2012;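 active = inhibition above the screen-wide average plus 3 SD, cut at about 13% in these data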;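 also: forskolin and galanin both at EC90 stimulate the cells; cAMP rise reported by CNG channel membrane potential dye signal; 0% = forskolin plus galanin with DMSO and 100% = forskolin alone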
# GPR7 antagonist: GPR7 receptor antagonists, primary screen, cell-based, fluorescence, single concentration | inhibition, % at 4.4 µM | GPR7-expressing cells, fluorescence antagonist assay | actives 1.1% (n = 290,000); in the data active = inhibition above about 16%, passing the limit was not always enough;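 also: cells stimulated with the agonist NPW; 0% = agonist with vehicle and 100% = vehicle without agonist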
# Target sequence (P48145 whole entry, looked up): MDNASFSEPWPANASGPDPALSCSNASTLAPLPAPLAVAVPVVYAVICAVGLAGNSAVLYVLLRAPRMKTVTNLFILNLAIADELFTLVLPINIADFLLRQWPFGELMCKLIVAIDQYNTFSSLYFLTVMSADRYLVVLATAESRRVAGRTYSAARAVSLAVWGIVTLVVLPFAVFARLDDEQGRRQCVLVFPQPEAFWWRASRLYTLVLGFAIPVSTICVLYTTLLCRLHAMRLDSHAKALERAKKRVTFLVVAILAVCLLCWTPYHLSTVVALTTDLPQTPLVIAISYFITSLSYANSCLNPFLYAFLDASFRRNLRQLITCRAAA
# FID counter: compounds displacing fluorescent DNA intercalator, primary screen, artefact control for HCV NS3 helicase inhibitor project, biochemical, FID fluorescence | DNA fluorescent intercalator displacement | inhibition, % at 7.9 µM | actives 0.17% (n = 290,000) | AID 1845, 2009; in the data active = inhibition above about 37%;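 also: 0% = vehicle and 100% = reference compound; higher means more ethidium bromide displaced from hairpin DNA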
# VIM-2 inhibitor: VIM-2 metallo-beta-lactamase inhibitors, primary screen, biochemical, epi-absorbance readout, Pseudomonas aeruginosa enzyme | purified VIM-2, nitrocefin hydrolysis, epi-absorbance fluorescence | AID 1527, 2009 | actives 0.89% (n = 290,000) | inhibition, % at 5.6 µM;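 active = inhibition above the mean of all tested compounds plus 3 SD, cutoff set per screening run, cut at about 7.5% in these data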;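 also: red hydrolysis product quenches plate fluorescence so inhibitors raise well fluorescence; 0% = enzyme with DMSO and 100% = DMSO without enzyme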
# PHOSPHO1 inh: PubChem AID 1565 | recombinant PHOSPHO1, absorbance phosphatase assay | inhibition, % at 13.3 µM | Phosphoethanolamine/phosphocholine phosphatase (Homo sapiens), Q8TCT1 | actives 1.1% (n = 290,000); in the data active = inhibition above about 60%
# Target sequence (Q8TCT1 whole entry, looked up): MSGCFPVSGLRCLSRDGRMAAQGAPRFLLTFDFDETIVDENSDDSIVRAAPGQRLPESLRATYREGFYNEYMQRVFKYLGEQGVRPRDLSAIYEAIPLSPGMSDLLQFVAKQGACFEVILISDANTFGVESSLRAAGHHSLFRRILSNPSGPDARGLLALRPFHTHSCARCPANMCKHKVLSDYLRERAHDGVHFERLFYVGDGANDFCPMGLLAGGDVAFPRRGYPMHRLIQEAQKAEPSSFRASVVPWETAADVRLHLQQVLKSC
# V1aR counter: agonists of human V1a receptor, primary screen, counter-screen for OXTR agonist project, fluorescence, CHO-V1R cells; Vasopressin V1a receptor (Homo sapiens), P37288; Fluo-8 calcium fluorescence, agonist mode; 0% DMSO, 100% 3 nM vasopressin; activation, % at 3 µM; actives 0.25% (n = 320,000); AID 2797, 2010;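 active = activation above the mean activation of all tested compounds plus 3 SD, per screening run, cut at about 20% in these data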;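 also: signal is peak over basal fluorescence ratio across a 100 second FLIPR read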
# Target sequence (P37288 whole entry, looked up): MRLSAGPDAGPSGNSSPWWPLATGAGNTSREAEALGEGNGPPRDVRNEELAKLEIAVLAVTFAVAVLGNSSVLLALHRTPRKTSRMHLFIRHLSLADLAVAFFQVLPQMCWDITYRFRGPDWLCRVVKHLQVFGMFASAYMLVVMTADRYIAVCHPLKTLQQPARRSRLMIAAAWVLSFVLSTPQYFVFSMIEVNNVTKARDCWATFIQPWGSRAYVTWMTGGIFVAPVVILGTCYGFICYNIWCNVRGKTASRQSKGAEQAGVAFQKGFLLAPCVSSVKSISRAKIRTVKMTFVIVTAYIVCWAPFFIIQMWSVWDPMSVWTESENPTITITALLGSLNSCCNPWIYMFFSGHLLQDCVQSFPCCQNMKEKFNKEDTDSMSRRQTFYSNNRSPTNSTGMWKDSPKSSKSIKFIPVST
# OXTR agonist: human OXTR agonists, primary screen, fluorescence, CHO-OTR cells, Fluo-8 calcium | actives 0.32% (n = 320,000) | Oxytocin receptor (Homo sapiens), P30559 | activation, % at 3 µM | AID 2435, 2010 | Fluo-8 calcium fluorescence; normalized: DMSO 0%, oxytocin 100%;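 active = activation above the mean of all tested compounds plus 3 SD, cutoff set per screening run, cut at about 20% in these data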;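 also: peak over basal fluorescence ratio from a 100 s FLIPR kinetic read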
# NS3 helicase inh: inhibitors of HCV NS3 helicase, primary screen, biochemical, Cy5 molecular beacon fluorescence | NS3 helicase DNA unwinding | Hepatitis C virus NS3 helicase | inhibition, % at 10.9 µM | actives 0.56% (n = 290,000) | AID 1800, 2009;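 active = inhibition above the mean of all tested compounds plus 3 SD, set per campaign, cut at about 35% in these data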;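 also: 0% = DMSO wells and 100% = thioflavine S control wells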
#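 test system = hepatitis C virus NS3 helicase domain fragment enzyme | reagent = annealed dual-labelled DNA beacon duplex, ATP-started | times = 1 h at 25 °C | detection = Cy5 fluorescence, 0 and 60 min reads | read-out basis = percent inhibition from t60/t0 fluorescence ratio | control set = DMSO and thioflavine S | replication = one well per compound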
# IMP-1 inh: IMP-1 metallo-beta-lactamase inhibitors, primary screen, biochemical, epi-absorbance readout, Pseudomonas aeruginosa enzyme | purified IMP-1, nitrocefin hydrolysis, epi-absorbance fluorescence | inhibition, % at 5.6 µM | actives 0.45% (n = 290,000);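 active = inhibition above the mean plus 3 SD of all compounds in the same screening run, cut at about 4.5% in these data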;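 also: 0% = IMP-1 with DMSO and 100% = DMSO wells lacking enzyme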
#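 System – purified recombinant IMP-1 beta-lactamase · Input – IMP-1 dispensed at 0.2 nM · Timing – 15 min preincubation plus 25 min reaction at 25 °C · Signal – Epi-absorbance fluorescence, 480 nm excitation, 530 nm emission · Measure – percent IMP-1 inhibition derived from blank-referenced optical density · Controls – Enzyme-plus-DMSO low control, enzyme-free DMSO high control · Replication – singlicate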
# * = called active by the depositor; x = no result given.
SMILES,GalR3 antag,GPR7 antagonist,FID counter,VIM-2 inhibitor,PHOSPHO1 inh,V1aR counter,OXTR agonist,NS3 helicase inh,IMP-1 inh
CC1c2[nH]c3ccccc3c2C[C@H]2C(=O)N(CCCN(C)C)CC(=O)N12 (stereo partly specified),-9,7,2,-1.6,14,0.9,-0.1,5,-1.6
Cn1c(=O)[nH]c(=O)c2c1nc(NC1CCCC1)n2Cc1ccccc1,-2,-13,-30,-1.3,19,-0.8,-2.1,2,-5.2
O=C(CC1S/C(=N/N=C/c2cccs2)NC1=O)Nc1ccccc1F (stereo unspecified),-5,-8,3,-3.1,13,-0.1,0.9,13,-2.6
COC(=O)NC(=S)Nc1ccc(Oc2ccc(Cl)cc2)c(Cl)c1,-7,6,-1,-2.2,3,0.0,-0.6,0,-1.8
CCc1ccc(N(CC(=O)NCc2ccc3c(c2)OCO3)C(=O)c2csnn2)cc1,-6,-6,-35,-2.1,35,0.4,-0.3,6,-2.1
Cc1cccc(OCC(=O)Nc2ccncc2)c1C,-9,-5,0,0.7,22,14,20*,3,-1.1
CC(=O)Nc1ccc(S(=O)(=O)Nc2nccc(C)n2)cc1,2,1,-5,-3.8,40,-0.3,-0.2,-7,-3.8
COc1cccc(-c2noc(CCC(=O)Nc3cccnc3)n2)c1,-1,-4,-8,-0.4,-18,4.7,6.1,9,-1.0
Cn1cc(/C=C/c2nc3ccccc3c(=O)n2-c2cccc([N+](=O)[O-])c2)c2ccccc21,3,-6,-7,-1.8,-1,-0.9,-0.8,15,-3.1
CCN(CC)Cc1ccc(NC(=O)c2sc3cc(Cl)ccc3c2Cl)cc1,-6,13,10,-0.4,60*,1.1,2.3,-67,-2.8
CCOCCCN(C)C1CCN(C(=O)c2oc3ccccc3c2NC(=O)c2ccc([N+](=O)[O-])cc2)CC1,0,-17,27,4.5,12,1.4,3.1,-16,-2.0
COc1ccc(OC)c(S(=O)(=O)N2C(C)CCCC2C)c1 (stereo unspecified),-2,-10,-17,-1.2,-16,-0.2,-2.1,7,-5.0
COCCn1c(=O)sc2ccccc2c1=O,-7,4,0,-2.6,41,0.2,0.1,11,0.3
Cc1ccccc1NC(=S)NC(=O)c1cncc(Br)c1,0,-2,-4,-1.7,-16,-0.4,-2.0,-1,-3.1
COc1cccc(/C=N/NC(=O)CCn2c3ccccc3c3ccccc32)c1,-3,-8,5,-4.4,10,2.0,1.5,-8,-6.3
CCn1ncc(C(=O)Nc2cccc(Cl)c2)c1C,-3,3,0,-3.4,4,0.9,0.5,0,0.2
COc1ccc2ccccc2c1CNC(=O)CC1C(=O)NCCN1CC(C)(C)C (stereo unspecified),-6,-5,-35,-3.2,41,-0.9,0.8,-2,-3.6
COc1ccc(NC(=S)NC(=O)/C=C/c2ccccc2)cc1,-8,-6,-16,-3.1,44,0.3,-0.2,11,-1.4
CCOC(=O)/C=C1\NC(=O)C(C)S1 (stereo unspecified),-2,6,0,0.6,12,0.1,1.5,6,-1.2
CCn1c(CNC(=O)c2cccc(C)c2)nnc1SCC(=O)N1CCOCC1,2,-9,-13,0.4,35,1.4,0.0,-2,-1.3
COc1cc(C)c(Cl)c(C)c1S(=O)(=O)NCc1ccc2c(c1)OCO2,-4,-5,-12,0.0,18,4.3,2.8,-8,-2.3
CN(Cc1ccccc1)CC(O)COc1ccc(CNCCc2cccnc2)cc1 (stereo unspecified),6,-9,18,-1.5,40,-0.6,0.7,6,-1.4
Cc1cc(C)n(CCOc2ccc(Cl)cc2Cl)n1,-4,12,-18,2.5,13,1.2,-0.7,-6,-0.5
O=C(O)c1cnn2c(C(F)F)cc(C(F)F)nc12,5,0,2,0.2,-14,0.3,0.3,1,-1.9
COCCN1C(=O)C(=O)/C(=C(/O)c2ccc(S(=O)(=O)N3CCOCC3)cc2)C1c1cccc(OC)c1 (stereo unspecified),3,7,-57,1.4,0,0.1,0.1,12,-3.2
# Remaining list, next part.
SMILES,GalR3 antag,GPR7 antagonist,FID counter,VIM-2 inhibitor,PHOSPHO1 inh,V1aR counter,OXTR agonist,NS3 helicase inh,IMP-1 inh
CCc1cc(CNC(=O)C2CCC(=O)N(CCc3cccc(F)c3)C2)on1 (stereo unspecified),-3,-3,-13,0.0,x,x,x,4,-1.0
CCc1cccc(NC(=O)CCc2nc(-c3cccs3)no2)c1,2,-1,-8,-4.0,-6,3.6,2.8,-4,-4.1
COc1ccc(S(=O)(=O)Nc2ccncc2)c(C)c1C,0,-2,-4,-3.6,16,1.7,0.6,8,-2.6
CCOC(=O)N1CCN(C(=O)C2c3cc(OC)c(OC)cc3C(=O)N3CCc4ccccc4C23)CC1 (stereo unspecified),-7,-5,-28,-3.0,0,1.6,0.1,3,-5.0
CCCc1cc(=O)oc2cc(OCc3ccc(C(=O)O)cc3)ccc12,-10,-1,-32,-1.8,x,9.2,11,22,-3.9
Cc1ccc(S(=O)(=O)C(C#N)c2nc3ccccc3nc2N2CC(C)OC(C)C2)cc1C (stereo unspecified),0,0,4,3.2,78*,2.1,0.7,-6,0.2
CN(C)C(=N)c1n[nH]nc1SCc1ccc(Cl)c(Cl)c1,2,-14,0,4.2,11,1.2,-0.5,-6,-1.7
Cc1cccc(/C=N/NC(=O)c2cccc(Cl)c2)n1,-10,6,-8,-1.1,46,-0.7,-0.5,-10,-4.8
COc1cc(NC(=S)NC(=O)c2ccco2)ccc1NC(=O)C(C)C,-2,1,-11,-2.1,43,0.7,0.9,20,-2.2
O=C(NCC1CCCO1)c1cccc(S(=O)(=O)N2CCOCC2)c1 (stereo unspecified),-1,-16,-6,0.2,22,0.3,0.0,-2,-1.6
O=C(Nc1cccc(OCC(=O)N2CCOCC2)c1)c1ccc(C(F)(F)F)cc1,-5,-6,-23,-1.0,14,4.3,4.7,-11,-1.6
Cc1[nH]n(-c2ccccc2)c(=O)c1/C=N/c1nn[nH]n1,-4,5,11,-2.6,28,1.1,-0.1,-15,-2.8
COc1cccc(C2CC(c3ccccc3Cl)n3ncnc3N2)c1 (stereo unspecified),-4,2,-14,-2.7,-6,1.9,1.3,3,-3.9
CN1CCN(c2nc3nonc3nc2N2CCN(C)CC2)CC1,-4,-6,8,-0.1,4,0.1,-0.2,0,-1.8
c1ccc(-c2noc(C3CCCCC3)n2)nc1,-4,-2,-1,-3.4,18,-0.6,-1.1,2,-2.7
COc1ccc(C=C2c3ccccc3C(=O)c3ccccc32)c(OC)c1,2,12,-3,-0.2,24,-0.1,-0.5,0,-3.9
Cc1ccc(-c2nnn(CC(=O)N(c3ccc4c(c3)OCCO4)C(C(=O)NCC3CCCO3)c3ccc(F)cc3)n2)o1 (stereo unspecified),-4,-1,-27,-0.1,42,-0.4,-1.2,-2,-1.4
CCc1ccccc1N(C(=O)CNC(=O)c1ccco1)C(C(=O)NC1CCCC1)c1cccnc1 (stereo unspecified),-10,0,-36,-2.4,32,0.1,0.8,1,-2.6
COc1cc(C2=NOC(C(=O)N3CCN(c4ccc(F)cc4)CC3)C2)cc(OC)c1OC (stereo unspecified),2,-9,-32,1.8,21,1.0,0.3,-3,-3.6
CC(=C\c1ccccc1)/C=C1/SC(=S)N(C(C(=O)O)C(C)C)C1=O (stereo unspecified),-5,-15,-25,-0.2,34,x,x,23,0.5
CN(CCc1ccccn1)C(=O)CCC1CCCN(C(=O)CN2CCCCCC2)C1 (stereo unspecified),3,-17,-10,-1.2,14,-0.1,0.3,-11,-1.4
CC1SC(c2cccc(Cl)c2)NC1=O (stereo unspecified),-4,-2,-1,0.5,-57,0.0,-0.6,1,-4.9
Cc1nnc(SCC(=O)c2ccc([N+](=O)[O-])cc2)s1,-7,-10,3,0.8,-5,-0.8,-1.2,3,-1.5
Cc1ccc(S(=O)(=O)NCC2CCC(C(=O)NCc3ccccn3)CC2)cc1 (stereo unspecified),-2,-4,-21,-2.7,11,0.6,0.3,2,-1.5
O=C(OCCCN=C1NS(=O)(=O)c2ccccc21)c1ccccc1F,-4,-6,1,-0.9,18,1.2,3.6,3,-1.7
Cc1cc2cccc(C)c2nc1SCC(=O)NCC1CCCO1 (stereo unspecified),-4,6,-28,-2.3,-96,-1.1,-1.4,-9,-2.4
CN1CCN(NC(=O)c2ccc(F)cc2)CC1,0,2,-1,-4.5,15,0.6,0.8,0,-2.6
O=c1c(-c2ccccc2)c(O)cc(-c2ccncc2)n1-c1ccc(Cl)cc1,-3,-3,-1,-2.7,-26,-0.1,-0.1,-4,-2.8
Oc1ccccc1C1=Nc2ncnn2C(c2ccc(F)cc2)C1 (stereo unspecified),6,x,x,x,24,-1.0,-1.8,x,x
Cc1ccc(C(=O)NN2CCOCC2)cc1[N+](=O)[O-],0,-3,-4,-1.6,-24,2.3,-0.3,-7,-3.0

# In the list so far, these contain a Cl atom:
SMILES,GalR3 antag,GPR7 antagonist,FID counter,VIM-2 inhibitor,PHOSPHO1 inh,V1aR counter,OXTR agonist,NS3 helicase inh,IMP-1 inh
COC(=O)NC(=S)Nc1ccc(Oc2ccc(Cl)cc2)c(Cl)c1,-7,6,-1,-2.2,3,0.0,-0.6,0,-1.8
CCN(CC)Cc1ccc(NC(=O)c2sc3cc(Cl)ccc3c2Cl)cc1,-6,13,10,-0.4,60*,1.1,2.3,-67,-2.8
CCn1ncc(C(=O)Nc2cccc(Cl)c2)c1C,-3,3,0,-3.4,4,0.9,0.5,0,0.2
COc1cc(C)c(Cl)c(C)c1S(=O)(=O)NCc1ccc2c(c1)OCO2,-4,-5,-12,0.0,18,4.3,2.8,-8,-2.3
Cc1cc(C)n(CCOc2ccc(Cl)cc2Cl)n1,-4,12,-18,2.5,13,1.2,-0.7,-6,-0.5
CN(C)C(=N)c1n[nH]nc1SCc1ccc(Cl)c(Cl)c1,2,-14,0,4.2,11,1.2,-0.5,-6,-1.7
Cc1cccc(/C=N/NC(=O)c2cccc(Cl)c2)n1,-10,6,-8,-1.1,46,-0.7,-0.5,-10,-4.8
COc1cccc(C2CC(c3ccccc3Cl)n3ncnc3N2)c1 (stereo unspecified),-4,2,-14,-2.7,-6,1.9,1.3,3,-3.9
CC1SC(c2cccc(Cl)c2)NC1=O (stereo unspecified),-4,-2,-1,0.5,-57,0.0,-0.6,1,-4.9
O=c1c(-c2ccccc2)c(O)cc(-c2ccncc2)n1-c1ccc(Cl)cc1,-3,-3,-1,-2.7,-26,-0.1,-0.1,-4,-2.8

# The order is random. Share with any hit: about 4.3%.
